# Screening results: PubChem BioAssay, several laboratories
# Mot1-301 SUMO – yeast Mot1-301 growth rescue at high temperature, primary screen, SUMOylation pathway inhibitor project, S. cerevisiae, ATP luminescence, 38.5C | S. cerevisiae Mot1-301 growth rescue; percent above DMSO median, 100 means doubled | growth rescue, % at 18.8 µM | 320,000 compounds, 1% hits;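 active means every valid replicate shows activation above 250% relative to neutral control wells; inactive means the rest, any valid replicate at or below 250%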;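 further: OY570 slx delta 5 strain wells were the positive control but not used for scaling; some compounds called inactive have numbers as strong as hits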
# PKA-R2B activ – activators of PKA-R2B holoenzyme, primary screen, biochemical, fluorescence polarization, Cy5-IP20, human; cAMP-dependent protein kinase catalytic subunit beta (Homo sapiens) + cAMP-dependent …; 340,000 compounds, 0.079% hits; activation, % at 11.4 µM; PKA-R2B holoenzyme dissociation; R2B truncated from residue 108, S112A mutant; 0% DMSO only, 100% 113 µM cGMP;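 active means activation above a cutoff set at the mean over all compounds plus 3 SD, cut at about 18% in these data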;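 further: higher means more holoenzyme dissociation and a rise in polarization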
# PKA-R1A activ – activators of PKA-R1A holoenzyme, primary screen, biochemical, fluorescence polarization, Cy5-IP20, bovine R1A, mouse PKAc; PKA-R1A dissociation; scaled: DMSO 0%, 113 µM cGMP 100%; 340,000 compounds, 0.083% hits; cAMP-dependent protein kinase type I-alpha regulatory subunit (Bos taurus) + …; AID 504707, 2011; activation, % at 11.4 µM;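 active means percent activation above the mean of all tested compounds plus 3 SD, cut at about 19% in these data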;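 further: higher means more PKAc released from R1A so a rise in polarization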
# AddAB inh – growth inhibition of E. coli expressing H. pylori AddAB, primary screen, AddAB inhibitor project, absorbance; inhibition, % at 11.9 µM; 330,000 compounds, 0.29% hits; AID 435030, 2010; in the data active means inhibition above about 12%;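 further: 0% = vehicle wells of infected cells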
# Tat transport – E. coli Tat export inhibitors, primary screen, MC4100, TorA-mCherry reporter, fluorescence, single point | inhibition, % at 10 µM | 340,000 compounds, 0.036% hits | AID 488895, 2010;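 active means mean replicate inhibition at least 50% and at least half of replicates individually reaching 50%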;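 further: exported cargo escapes ClpAP degradation while cytoplasmic cargo is degraded and loses fluorescence; 0% = median of neutral control wells and 100% = median of NaSCN control wells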
# HTR5A inv ctr – HTR5A inverse agonists in luminescence cell assay, primary screen, counter-screen for OPRM1-OPRD1 heterodimer inverse agonist project, full-deck HTS; 5-hydroxytryptamine receptor 5A (Homo sapiens), P47898; HTR5A cell line, inverse agonism; inhibition, % at 9.3 µM; 340,000 compounds, 0.083% hits; AID 504634, 2011; in the data active means inhibition mostly above about 23%, no sharp cut-off; inactive means mostly below about 18%;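 further: 0% = cells with DMSO and 100% = no-cell wells with DMSO; some compounds called inactive have numbers as strong as hits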
# Target sequence (P47898 whole entry, looked up): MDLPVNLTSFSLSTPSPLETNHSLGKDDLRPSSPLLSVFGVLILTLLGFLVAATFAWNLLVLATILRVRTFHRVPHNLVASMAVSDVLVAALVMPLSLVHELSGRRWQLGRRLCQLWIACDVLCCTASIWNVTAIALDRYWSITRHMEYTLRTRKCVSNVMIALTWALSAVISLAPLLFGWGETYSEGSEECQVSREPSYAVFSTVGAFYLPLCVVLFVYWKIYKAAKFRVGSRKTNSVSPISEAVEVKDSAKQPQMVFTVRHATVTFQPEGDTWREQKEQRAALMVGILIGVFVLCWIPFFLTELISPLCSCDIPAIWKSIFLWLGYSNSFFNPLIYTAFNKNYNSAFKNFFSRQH
# phage Ecoli inh – growth loss of phage-infected E. coli, primary screen, RecBCD inhibitor project, absorbance, with phage, HTS. 360,000 compounds, 0.26% hits. inhibition, % at 11.9 µM; in the data active means inhibition above about 11%
# E coli growth – E. coli V3065 growth inhibition, primary screen, counter-screen for AddAB inhibitor project, absorbance, OD600; 18 h; inhibition, % at 11.9 µM; 330,000 compounds, 0.27% hits;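 active means inhibition above the campaign's mean inhibition across all tested compounds plus 3 SD, cut at about 9.9% in these data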;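 further: uninfected addAB+ strain grown without phage in ampicillin broth; 0% = DMSO wells and 100% = ciprofloxacin 0.95 µg/ml wells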
# DAGLB inhibitor – DAGLB lipase inhibitors, primary screen, biochemical, fluorescence, HTS; 340,000 compounds, 0.059% hits; HEK293T DAGLB membrane lysate, EnzChek fluorogenic substrate; inhibition, % at 5.17 µM; in the data active means inhibition above about 34%;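 further: 0% = enzyme with vehicle and 100% = wells lacking enzyme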
# Target sequence (Q8NCG7 whole entry, looked up): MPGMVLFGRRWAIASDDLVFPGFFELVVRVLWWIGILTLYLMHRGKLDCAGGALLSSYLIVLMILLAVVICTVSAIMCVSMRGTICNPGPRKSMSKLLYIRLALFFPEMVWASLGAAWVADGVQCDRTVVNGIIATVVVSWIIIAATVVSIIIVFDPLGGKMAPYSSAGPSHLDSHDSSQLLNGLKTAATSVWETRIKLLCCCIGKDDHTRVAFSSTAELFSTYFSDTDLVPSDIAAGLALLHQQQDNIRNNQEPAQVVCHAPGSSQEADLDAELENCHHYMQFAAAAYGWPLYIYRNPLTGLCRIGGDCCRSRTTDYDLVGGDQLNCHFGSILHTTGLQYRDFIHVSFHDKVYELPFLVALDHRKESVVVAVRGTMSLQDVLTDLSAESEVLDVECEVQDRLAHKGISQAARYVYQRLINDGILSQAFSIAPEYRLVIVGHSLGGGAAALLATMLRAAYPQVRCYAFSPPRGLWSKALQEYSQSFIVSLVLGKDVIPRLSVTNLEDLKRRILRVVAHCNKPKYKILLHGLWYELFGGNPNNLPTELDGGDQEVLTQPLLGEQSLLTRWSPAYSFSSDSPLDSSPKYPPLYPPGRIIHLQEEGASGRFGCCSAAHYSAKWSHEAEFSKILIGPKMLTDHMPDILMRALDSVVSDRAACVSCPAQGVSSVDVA
# HTR5A ag ctr – HTR5A agonists in luminescence cell assay, primary screen, counter-screen for OPRM1-OPRD1 heterodimer agonist project, full-deck HTS; 5-hydroxytryptamine receptor 5A (Homo sapiens), P47898; cell-based; activation, % at 9.3 µM; 340,000 compounds, 0.61% hits; in the data active means activation mostly above about 9.5%, no sharp cut-off; inactive means mostly below about 7.6%;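 further: 0% = cells with vehicle only and 100% = reference agonist; strong numbers were not always called active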
# CDK5 inh – inhibitors of human CDK5/p35 kinase, primary screen, biochemical, single concentration. Cyclin-dependent kinase 5 (Homo sapiens) + Cyclin-dependent kinase 5 activator 1 (Homo …. Recombinant CDK5/p35, ADP-Glo luminescence, 60 min. inhibition, % at 10 µM. 330,000 compounds, 0.01% hits. AID 488839, 2010;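 active means highest replicate inhibition of at least 50% and at least 75% of replicates reaching 50%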;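 further: plate controls were DMSO neutral control for no effect and GW8510 at 10 µM for full effect; many of its hits are not listed in these tables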
# * hit, by the source's call; i = inactive; / = not tested or not shown; + = active, no number.
Structure	HTR5A ag ctr	E coli growth	DAGLB inhibitor	CDK5 inh	HTR5A inv ctr	phage Ecoli inh	AddAB inh	Mot1-301 SUMO	PKA-R1A activ	Tat transport	PKA-R2B activ
Cc1ccc(-c2noc(CN3CCN(C(c4ccccc4)c4ccccc4)CC3)n2)cc1	-2	0.1	-19	-0.1	5	3.6	1.6	-19	-4	6	6
CC(=O)Nc1ccc(S(=O)(=O)NCC2CCC(C(=O)N3CCCCCC3)CC2)cc1 (stereo unspecified)	2	-1.3	7	0.3	-9	1.3	-0.2	3	6	-4	4
CC(C)C(OC(=O)c1cccs1)C(=O)NCCc1ccccc1 (stereo unspecified)	4	-0.8	0	-1.3	-19	0.8	0.4	i	2	7	0
COc1cccc(NC(=O)NC2CC(=O)N(c3ccc4c(c3)OCCO4)C2)c1 (stereo unspecified)	0	0.7	-1	0.1	0	-0.2	0.6	-10	-8	-1	-1
CCN1C(=O)[C@H]2[C@@H](c3ccc(-c4ccc(Cl)c(Cl)c4)c(OC)c3)N3CCCC[C@@]3(C(=O)OC)[C@H]2C1=O	-6	0.9	-12	1.0	15	2.9	0.4	1	12	2	1
O=S(=O)(Nc1cccc(S(=O)(=O)N2CCCC2)c1)c1ccc(Cl)s1	6	0.9	1	-0.1	-15	3.6	1.6	-1	-9	-4	3
CCOCCCNC(=S)N1CCN(c2nc(-c3ccc(F)cc3)cs2)CC1	3	-0.5	-6	0.9	5	0.0	1.9	-10	-3	5	-3
COc1ccc(S(=O)(=O)Nc2ccccc2-c2nnn(CC(=O)Nc3ccccc3OC)n2)cc1	9	-1.4	-6	-1.7	19	2.6	0.9	9	1	2	3
NNC(=O)c1nc[nH]c1C(=O)Nc1ccccc1	1	-1.3	-3	-0.2	14	0.2	-2.3	-6	10	-4	-2
CCN(CC)c1ccc(C(=O)N/N=C(\C)c2cccnc2)cc1	-5	4.3	-6	0.6	13	1.2	1.9	14	4	2	-10
Oc1ccc(C(=Nc2ccccc2)c2ccccc2)c(O)c1	-1	/	-4	1.5	5	3.9	/	/	4	-2	-9
COc1ccc2c(c1)OC[C@H]1[C@H]2N2C(=O)CN(Cc3ccccc3)C(=O)[C@@]2(C)[C@H]1c1ccccc1	-7	/	-5	-8.6	19	1.2	/	/	-2	21	-6
O=C(NCCC(=O)N1CCN(S(=O)(=O)c2ccc(F)cc2)CC1)Nc1ccccc1	-2	-2.9	2	-0.9	4	0.8	1.6	/	-4	9	7
O=C(Cn1cnc2ccccc21)NCCCN1CCOCC1	/	-0.1	0	-2.0	/	3.0	-1.7	-13	-6	-2	-4
CCCNS(=O)(=O)c1ccc(OCC(=O)Nc2ccc3c(c2)OCCO3)cc1	-3	-3.2	1	-0.7	7	2.2	-0.2	147	-7	-1	1
CCn1cc(C(=O)N2CCn3c(nc4ccccc43)C2)c(=O)c2ccc(C)nc21	/	-1.3	2	-1.4	/	1.1	-1.2	35	-2	-7	6
CCC(CC)NC(=O)COn1nnc2ccc(S(=O)(=O)N3CCOCC3)cc21	-2	2.8	-1	0.1	7	1.6	1.0	11	3	-3	2
O=C(CCc1nnc(-c2ccc(-c3ccccc3)cc2)o1)NCCc1ccccn1	-1	-0.9	-3	-0.3	1	-0.1	2.0	-27	3	1	1
COc1cc(OC)nc(Oc2ccc(N)c(C)c2)n1	8	-0.9	0	-1.5	-30	0.9	-2.4	10	6	-2	-1
CC(C)(C)OC(=O)N1CCC2(CC1)Oc1ccc(Cl)cc1C(=O)C21CC(c2ccc(Cl)cc2)=NO1 (stereo unspecified)	2	0.2	-11	-4.2	-25	2.9	0.3	-22	-4	9	-4

# 2 of the compounds above, with each value named:
COc1cc(OC)nc(Oc2ccc(N)c(C)c2)n1
  HTR5A ag ctr = 8; E coli growth = -0.9; DAGLB inhibitor = 0; CDK5 inh = -1.5; HTR5A inv ctr = -30; phage Ecoli inh = 0.9; AddAB inh = -2.4; Mot1-301 SUMO = 10; PKA-R1A activ = 6; Tat transport = -2; PKA-R2B activ = -1

CC(C)C(OC(=O)c1cccs1)C(=O)NCCc1ccccc1 (stereo unspecified)
  HTR5A ag ctr = 4; E coli growth = -0.8; DAGLB inhibitor = 0; CDK5 inh = -1.3; HTR5A inv ctr = -19; phage Ecoli inh = 0.8; AddAB inh = 0.4; Mot1-301 SUMO = i; PKA-R1A activ = 2; Tat transport = 7; PKA-R2B activ = 0

# Single values from the entries so far.
# `CCCNS(=O)(=O)c1ccc(OCC(=O)Nc2ccc3c(c2)OCCO3)cc1` in CDK5 inh has -0.7
# `O=C(CCc1nnc(-c2ccc(-c3ccccc3)cc2)o1)NCCc1ccccn1` in HTR5A inv ctr has 1
# `CCN(CC)c1ccc(C(=O)N/N=C(\C)c2cccnc2)cc1` in PKA-R2B activ has -10
# `Cc1ccc(-c2noc(CN3CCN(C(c4ccccc4)c4ccccc4)CC3)n2)cc1` in Tat transport has 6

# Other records.
Structure	HTR5A ag ctr	E coli growth	DAGLB inhibitor	CDK5 inh	HTR5A inv ctr	phage Ecoli inh	AddAB inh	Mot1-301 SUMO	PKA-R1A activ	Tat transport	PKA-R2B activ
O=C(CN1CCN(c2ccccn2)CC1)Nc1ccc2ccccc2c1	-1	0.0	-3	0.7	3	2.1	1.4	-3	-11	0	-1
CC(C)NC(=O)c1ccc2c(=O)n(CC3CCCO3)c(=S)[nH]c2c1 (stereo unspecified)	-2	-0.3	2	0.5	7	-0.3	3.5	-6	-6	7	-11
COC(=O)CNC(=O)C1CCN(S(=O)(=O)c2cccc3nsnc23)CC1	0	0.6	0	1.5	1	2.5	0.3	144	6	1	-2
COc1cccc(CN(C)C(=O)CC23CC4CC(CC(C4)C2)C3)c1OC	-1	1.4	-6	-1.2	-3	-0.6	0.5	-14	-2	2	11
CC(=O)Nc1ccc(N2CCOCC2)c(C(=O)Nc2cccc(C)c2)c1	2	-1.1	4	-0.2	-7	2.0	-0.2	-13	-7	1	4
Cc1[nH]n(-c2ccccc2)c(=O)c1C=NC1CCCCCC1	-1	2.5	-2	2.1	4	4.7	2.5	10	1	-3	2
NC1=NC(c2cn(-c3ccccc3)nc2-c2cccs2)n2c(nc3ccccc32)N1 (stereo unspecified)	-4	0.6	-1	-0.4	-13	4.8	1.6	-8	-6	-4	-2
O=C(Nc1cccc(Cl)c1)OCc1cncs1	6	5.3	-3	0.0	11	3.0	6.6	+	-1	14	1
CCN(CC(=O)Nc1ccc(NC(C)=O)cc1)C(=O)C1CCN(C(=O)c2ccccc2C)CC1	-1	/	2	-1.0	4	0.4	/	/	5	-6	5
O=C(CNC(=O)c1ccc(Br)o1)Nc1cccc(S(=O)(=O)N2CCCC2)c1	2	-0.4	-1	-0.2	12	3.3	1.0	-12	-3	3	-15
O=C1N2CCSC2=NC1(Nc1ccccn1)C(F)(F)F (stereo unspecified)	5	0.6	4	-0.2	-10	0.0	4.3	-7	-9	6	1
CC(C)CC(=O)Nc1ncnc2c1C(=O)CC(C)(C)C2	-2	-2.0	-1	0.5	-8	0.6	-0.7	1	5	1	0
CCCN(Cc1ccccc1)C(=S)Nc1cccc(C(F)(F)F)c1	7	1.1	-11	-0.1	-2	2.9	2.1	-4	-3	5	-5
O=C(c1noc2c1CCCCC2)N1CCN(C(c2ccccc2)c2ccccc2)CC1	1	/	2	0.8	-19	0.1	/	/	3	-6	3
COc1cc(/C=N/NC(=O)CNc2n[nH]c(=O)[nH]c2=O)ccc1O	5	-3.8	3	1.1	-7	1.1	0.4	13	-9	0	-3
CC(=O)Nc1ccc(S(=O)(=O)N2CCN=C2C)cc1	3	-1.2	2	2.3	-13	2.9	2.4	-8	-4	-1	-21
COc1cccc(C(=O)CSc2nccn2C)c1	-2	0.3	1	-1.4	8	1.6	0.5	-2	4	0	-7
CC1CC(C)CN(C(=O)C(C)N(C)CC(=O)Nc2ccc(F)cc2)C1 (stereo unspecified)	6	0.3	0	-1.3	-20	2.9	0.4	-9	8	-1	0
Cc1cc(C)c(O)c(C2(O)C(=O)c3ccccc3C2=O)c1	-1	-1.6	-1	1.2	-3	-0.1	-0.3	-8	-7	0	8
O=C(NCC(c1cccs1)N1CCOCC1)c1cc(S(=O)(=O)N2CCOCC2)c(Cl)cc1Cl (stereo unspecified)	-5	0.9	1	1.1	13	3.5	-0.2	18	7	-1	2

# More structures:
Structure	HTR5A ag ctr	E coli growth	DAGLB inhibitor	CDK5 inh	HTR5A inv ctr	phage Ecoli inh	AddAB inh	Mot1-301 SUMO	PKA-R1A activ	Tat transport	PKA-R2B activ
Cc1nc(-c2nnc(SCC(=O)Nc3cc(Cl)cc(Cl)c3)n2C)cs1	11	0.2	1	0.4	-1	-0.2	2.7	-3	0	3	6
COc1ccc(S(=O)(=O)NCCc2ccc(F)cc2)cc1	-6	-0.9	-4	0.5	15	2.2	-1.4	-4	-3	-7	-8
CCn1c(=O)c([N+](=O)[O-])c(N2CCN(Cc3ccc4c(c3)OCO4)CC2)c2ccccc21	4	-0.9	-7	-0.2	-11	2.9	0.5	-10	-7	-3	-2
CCOC(=O)C1CCN(CCC(=O)Nc2ccc(C)cc2)CC1	3	1.1	3	0.0	-7	0.3	-1.2	/	-13	-3	-1
Cc1ccc(N(CC(=O)NCc2ccc(F)cc2)S(=O)(=O)c2cccs2)cc1	2	0.6	-3	0.6	8	0.9	-1.2	-7	-2	1	-13
COc1ccccc1N1CCN(C(c2ccccc2)c2nnnn2CCc2ccccc2)CC1 (stereo unspecified)	-5	0.0	-7	0.5	19	2.5	2.6	-22	-13	4	-8
O=C(NCCc1ccccc1)C1CCN(c2ncccn2)CC1	1	2.4	0	-1.4	-35	3.2	4.5	9	-1	4	-1
COc1ccc(C)cc1S(=O)(=O)Nc1ccc2c(c1)OCO2	-1	-1.7	0	-2.3	2	4.0	1.6	-7	-10	17	2
NC(=O)[C@@H]1CC2(CC(c3cccc(NC(=O)[C@@H]4CCC(=O)N4)c3)=NO2)CN1C(=O)Cc1ccc([N+](=O)[O-])cc1 (stereo partly specified)	0	2.2	1	0.9	-13	1.3	4.5	119	-3	-13	-4
Cc1nc2cc(N=NC3=C(O)CCCC3=O)ccc2s1	-3	1.6	5	3.1	7	4.7	2.0	204	-5	1	-8
CCc1nnc(SCC(=O)Nc2ccc(F)cc2)o1	0	-1.7	-3	-1.2	-8	3.9	-2.1	-1	9	-9	2
